Source: PubChem (several laboratories)
AID2073: inhibitors of Mint1-CaV2.2 protein interaction, biochemical, HTRF (AID 2073); inhibition, % at 20 µM; hits with a dose series show IC50 in µM; HTRF protein-protein interaction, Mint1-CaV2.2; higher % means a stronger effect; 0.19% of 290,000 active; in the data active = inhibition mostly above about 51%, no sharp cut-off; inconclusive = no clear call, values can overlap the other calls; inactive = mostly below about 53%; also: some results filed as inactive read as strong as hits
NOD1 NF-kB reporter: NOD1 signaling inhibitors, primary screen, cell-based, luminescence, uHTS (AID 1578). 1% of 290,000 active. inhibition, % at 4 µM, or EC50 in µM where a hit was titrated. NOD1-driven NF-kB luciferase reporter cells, luminescence; higher % means a stronger effect; in the data active = inhibition mostly above about 36%, no sharp cut-off; inactive = mostly below about 34%;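 also: HEK-293T reporter cells stimulated with the NOD1 agonist gamma-tri-DAP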
KOR beta-arrestin-1: KOR antagonists, beta-arrestin recruitment, cell-based, luminescence, uHTS (AID 1778); inhibition, % at 10 µM; hits with a dose series show IC50 in µM; 0.091% of 290,000 active; KOR beta-arrestin recruitment, luminescence, antagonist mode; higher % means a stronger effect; also: strong numbers were not always called active
HIV peptide binding: cell-free HIV fusion peptide-binding blockers – biochemical, uHTS, fluorescence dequenching, primary screen (AID 1986) | inhibition, % at 20 µM, or IC50 in µM where a hit was titrated | cell-free peptide binding, fluorescence dequenching, 30 min; higher % means a stronger effect | 0.3% of 290,000 active; in the data active = inhibition mostly above about 52%, no sharp cut-off; inactive = mostly below about 76%; also: some results filed as inactive read as strong as hits
West Nile antiviral: West Nile virus antiviral activity, cell-based, CPE readout (AID 1621) | West Nile virus-infected cells, CPE inhibition; higher % means a stronger effect | one-dose CPE inhibition, % at 10 µM; IC50 in µM for titrated hits | 0.02% of 290,000 active; in the data active = a potency from the dose series; inconclusive = CPE inhibition mostly from about 3.7% at the one dose, without a potency; inactive = the rest, 99 in 100 with CPE inhibition below about 2.2%; also: strong numbers were not always called active
NOD2 inhibition: NOD2 signaling inhibitors, cell-based, luminescence, uHTS, HEK293 (AID 1566); 0.63% of 290,000 active; inhibition, % at 4 µM; hits with a dose series show EC50 in µM; HEK293 NOD2/NF-kB luciferase reporter, luminescence; higher % means a stronger effect; also: many of its hits are not listed in these tables
KOR beta-arrestin-2: KOR agonists, beta-arrestin recruitment, primary screen, cell-based, luminescence, uHTS (AID 1777). activation, % at 10 µM, or EC50 in µM where a hit was titrated. 0.02% of 280,000 active. KOR beta-arrestin recruitment, luminescence; higher % means a stronger effect; in the data active = activation above about 50%, passing the limit was not always enough; also: a part of the inactive calls stands beside numbers as strong as those of hits
Dengue-2 NS5 capping: Dengue-2 NS5 methyltransferase inhibitors, primary screen, biochemical, confirmation dose response (AID 588689); 0.3% of 340,000 active; Dengue-2 NS5 methyltransferase capping enzyme assay, biochemical; higher % means a stronger effect; one-dose inhibition, % at 25 µM; IC50 in µM for titrated hits; in the data active = a potency from the dose series; inconclusive = inhibition above about 29% without an active follow-up result
Yfh1-depleted yeast: mitochondrial function rescue without frataxin homolog – Friedreich's ataxia, plus single-dose screen, dose response (AID 1465). S. cerevisiae Yfh1-off respiration, WST-1 reduction, 72 h; higher fold induction means a stronger effect. fold induction at 50 µM, or EC50 in µM where a hit was titrated. 0.074% of 220,000 active;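 active = fold induction of absorbance versus untreated yeast above a set limit, then at least 30% activation at any dose in follow-up; inconclusive = repeats straddling the limit, or above it without dose testing; inactive = fold induction below the set limit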;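 also: activators that raise dye reduction in frataxin-depleted yeast; strong numbers were not always called active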
Dengue-2 NS5 capping pilot replicate: also measured in Dengue-2 NS5 capping; calls as there; inhibition, %; measured here: pilot screen replicate inhibition
* marks the source's active call; other numbers are inactive results; i = inactive; ? = inconclusive; · = not tested or not shown; [ ] = remark or other dose. Rule as the data show it, unless noted: active = inhibition above about 50%; inactive = the rest.

SMILES	AID2073	NOD1 NF-kB reporter	KOR beta-arrestin-1	HIV peptide binding	West Nile antiviral	NOD2 inhibition	KOR beta-arrestin-2	Dengue-2 NS5 capping	Yfh1-depleted yeast	others
COn1c(SC2CCCCC2)nc2ccccc2c1=O	14%	6%	7%	0.2%	0.9%	14%	-2.3%	-2%	i
CCS(=O)(=O)N1CCCC(C(=O)Oc2ccc(Br)cc2)C1 (configuration not stated)	-10%	-44%	3%	0.0%	-0.4%	6%	-0.1%	2%	·
COc1ccc(CC(=O)Nc2ccc(/C(C)=N/NC(=O)c3ccc(OC)cc3OC)cc2)cc1	44%	-33%	-7%	-1.0%	0.0%	8%	2.7%	-1%	·
COc1ccc(C2/C(=C(\O)c3ccc4c(c3)OCCO4)C(=O)C(=O)N2c2nc(C)c(C(C)=O)s2)cc1 (configuration not stated)	-4%	-20%	-12%	32%	1.4%	-5%	0.2%	14%	·
COc1ccccc1NC(=O)N(C1CCCC1)C1CCN(C(C)=O)CC1	1%	-28%	-12%	1.7%	-0.1%	1%	0.3%	-3%	i
Cc1nn2c3c(cnc2c1-c1ccccc1)C(=O)CC(c1ccco1)C3 (configuration not stated)	8%	-31%	7%	2.3%	0.1%	-19%	18%	-17%	i
O=C1NCC(CN(c2ccccc2)c2ccccc2)O1 (configuration not stated)	0%	20%	27%	-2.0%	-0.6%	14%	-2.1%	-3%	i	Dengue-2 NS5 capping pilot replicate=-1.8
COc1cc(OC)c(NC(=O)CCCNC(=O)Cn2cnc3sc(C)c(C)c3c2=O)cc1Cl	11%	10%	-16%	-0.4%	-0.6%	5%	0.4%	1%	·
C=CCNC(=O)/C(C#N)=C\c1cc(Cl)c(OCC)c(OC)c1	7%	-35%	5%	2.6%	-0.2%	-6%	5.8%	-22%	i
Nc1ncc([N+](=O)[O-])cc1Br	-5%	-4%	5%	-1.5%	-0.5%	7%	2.2%	-13%	i
CC(C)c1nc2oc3ccccc3c(=O)c2c(=O)n1-c1ccccc1	-1%	-85%	-42%	-1.1%	0.3%	-70%	2.0%	-11%	i
CNC(=O)NC(=O)CSc1nnc(-c2ccc(F)cc2)n1CC1CCCO1 (configuration not stated)	4%	-21%	10%	0.0%	0.3%	18%	-3.9%	-9%	i
CCOC(=O)/C=C/C(=O)OCC(=O)Nc1ccc(OC)c(Cl)c1	-19%	16%	7%	0.0%	0.0%	-2%	7.3%	-38%	i
O=C(Nc1cccc2ncccc12)c1ccco1	-3%	3%	-22%	-1.5%	1.3%	-5%	6.2%	-5%	·
O=C(Nc1cccc(NC(=O)c2ccc([N+](=O)[O-])o2)c1)c1ccco1	9%	29%	-26%	0.6%	2.0%	18%	0.6%	-7%	·
O=C1CC(c2ccccc2)CC(O)=C1C=Nc1ccccc1 (configuration not stated)	8%	-11%	6%	4.2%	0.6%	13%	-5.6%	·	i
COc1cccc(-c2cc(C(=O)NCCCn3ccnc3)no2)c1	-5%	-25%	21%	1.8%	0.5%	-1%	-5.6%	9%	i
CCOC(=O)CNc1ccc2c(c1)OCO2	-15%	·	-13%	20%	-0.3%	-1%	-3.0%	?	i
CN(c1ccccc1)C(c1ccc(F)cc1)c1nnnn1CC1CCCO1 (configuration not stated)	-1%	-25%	22%	-0.3%	-0.8%	6%	-4.5%	-2%	i	Dengue-2 NS5 capping pilot replicate=-4.6
Cn1c(SCn2nnc3ccccc3c2=O)nc2ccccc2c1=O	-8%	-14%	-26%	1.6%	0.7%	13%	4.1%	·	i

Structural class: those above containing a nitro group on carbon (2)
SMILES	AID2073	NOD1 NF-kB reporter	KOR beta-arrestin-1	HIV peptide binding	West Nile antiviral	NOD2 inhibition	KOR beta-arrestin-2	Dengue-2 NS5 capping	Yfh1-depleted yeast	others
Nc1ncc([N+](=O)[O-])cc1Br	-5%	-4%	5%	-1.5%	-0.5%	7%	2.2%	-13%	i
O=C(Nc1cccc(NC(=O)c2ccc([N+](=O)[O-])o2)c1)c1ccco1	9%	29%	-26%	0.6%	2.0%	18%	0.6%	-7%	·

The main list resumes with the 3 entries that preceded the break.
SMILES	AID2073	NOD1 NF-kB reporter	KOR beta-arrestin-1	HIV peptide binding	West Nile antiviral	NOD2 inhibition	KOR beta-arrestin-2	Dengue-2 NS5 capping	Yfh1-depleted yeast	others
CCOC(=O)CNc1ccc2c(c1)OCO2	-15%	·	-13%	20%	-0.3%	-1%	-3.0%	?	i
CN(c1ccccc1)C(c1ccc(F)cc1)c1nnnn1CC1CCCO1 (configuration not stated)	-1%	-25%	22%	-0.3%	-0.8%	6%	-4.5%	-2%	i	Dengue-2 NS5 capping pilot replicate=-4.6
Cn1c(SCn2nnc3ccccc3c2=O)nc2ccccc2c1=O	-8%	-14%	-26%	1.6%	0.7%	13%	4.1%	·	i
COc1cc2c(cc1OC)CN(C(=O)c1cccc([N+](=O)[O-])c1)CC2	-5%	-6%	4%	-1.2%	-0.1%	20%	6.5%	-13%	i
Cc1ccc(NC(=O)C(=O)NCCN2CCN(S(C)(=O)=O)CC2)cc1	8%	-26%	-24%[20 µM]	-0.1%	0.2%	-15%	-6.1%	-10%	i
COc1ccc(C2/C(=C(/O)c3ccc(OC(C)C)cc3)C(=O)C(=O)N2CCCN2CCOCC2)cc1 (configuration not stated)	1%	-13%	19%	2.0%	-0.9%	2%	2.4%	6%	i
Cc1nc(S(=O)(=O)Cc2ccccc2Cl)nc2c1CCC2	2%	-13%	-10%[20 µM]	-1.1%	-0.1%	-2%	-5.9%	-10%	i
COc1ccc(CNC(=O)c2cc(-c3ccc(OC)c(OC)c3)on2)cc1	-8%	·	-8%	1.4%	1.0%	4%	-1.0%	-6%	i
Nc1c(C(=O)Nn2cnnc2)cc([N+](=O)[O-])cc1[N+](=O)[O-]	2%	-10%	12%	1.6%	0.2%	17%	0.3%	·	i
COc1ccccc1Oc1nnnn1-c1ccc(C(N)=O)cc1	4%	-9%	10%	-1.7%	0.1%	13%	·	-4%	i
Cc1ccc2c(c1)nnn2C1CCN(C(=O)NCc2ccccc2)CC1	7%	8%	-29%	-0.3%	0.7%	-24%	6.7%	-8%	i
O=C(C(=O)N1CCN(c2cccc(Cl)c2)CC1)N1CCCCC1	0%	-19%	-9%	1.1%	-1.1%	-3%	-3.4%	0%	i
C=CCNC(=O)c1ccccc1NC(=O)c1ccccc1	0%	-8%	-55%	-0.3%	0.5%	-1%	2.5%	0%	i
Cc1cc(C(=O)Nc2nnc(-c3ccccc3)s2)no1	12%	-22%	-33%	21%	1.4%	-26%	27%	-2%	i
Cc1ccc(S(=O)(=O)NCCC(=O)NCCN2CCCCCC2)cc1	2%	-2%	-13%	0.2%	-0.9%	13%	5.3%	-3%	i
Cc1ccc(/C=N/NC(=O)CN2CCN(Cc3ccccc3)CC2)s1	50%	9%	2%	-0.8%	?	19%	2.3%	-6%	i
O=C(Nc1ccc(S(=O)(=O)NCCc2ccccc2)cc1)c1ccncc1	-7%	4%	-11%	-0.5%	-1.2%	26%	3.7%	-1%	·
Cc1nnc(SC(C)C(=O)Nc2ccc(S(=O)(=O)NC3CCCCC3)cc2)s1 (configuration not stated)	8%	21%	3%	5.0%	-1.0%	24%	-2.3%	-3%	i
COc1ccc(Cl)cc1C(=O)C1CCCN(Cc2cnc(N3CCOCC3)s2)C1 (configuration not stated)	0%	9%	-9%	-1.6%	-0.5%	5%	-3.5%	-1%	i
O=C(Cc1ccccc1)N/N=C/c1cccc([N+](=O)[O-])c1	3%	-37%	19%	-1.3%	0.3%	5%	-7.4%	3%	i
Cc1ccc(CN(Cc2ccccn2)C(=O)Nc2c(F)cccc2F)cc1	7%	-1%	-8%	-0.5%	-1.4%	1%	-4.0%	3%	·
COc1ccc(/C=N/NC(=O)CCN2CCN(c3ccccc3)CC2)c(OC)c1OC	5%	-20%	4%	-0.1%	0.9%	-3%	-0.7%	-1%	i
Cc1ccc(NC(=O)c2cc(CC(C)C)nc3ccccc23)cc1	4%	24%	-44%[20 µM]	0.0%	-1.3%	24%	3.0%	1%	·
COc1ccccc1N1CCN(C(=O)CN2C(=O)c3cccc4cccc(c34)C2=O)CC1	7%	-10%	-5%	-2.9%	-0.6%	17%	-3.1%	9%	i
CC(C)C(=O)NC(c1ccc(Cl)cc1Cl)c1ccc2cccnc2c1O (configuration not stated)	14%	25%	45%[20 µM]	2.1%	?	35%	-4.3%	-2%	·
CNC[C@H](O)c1ccc(O)c(O)c1	9%	-20%	-30%	21%	0.0%	13%	0.0%	1%	i
Cc1ccccc1CCN(C(=O)Cn1nnc2ccccc21)C(C(=O)NC(C)(C)C)c1ccsc1 (configuration not stated)	3%	-18%	2%	0.6%	-0.8%	-2%	1.8%	-1%	i
COc1cccc(CNC(=O)CSc2nnc3c(n2)[nH]c2ccc(OC)cc23)c1	5%	-9%	-16%	0.8%	-0.7%	13%	-2.3%	3%	·
CC(=O)Nc1cc2nn(-c3ccccc3)nc2cc1Cl	15%	-28%	-15%	2.8%	1.0%	-133%	0.8%	1%	i
CCc1nnc(SCC(=O)Nc2ccccc2Cl)nc1CC	-11%	-22%	-6%	-1.1%	0.9%	6%	-4.1%	-2%	i
CCC(=O)N(CCc1ccc(S(N)(=O)=O)cc1)C1CC(=O)N(c2ccc(OC)cc2)C1=O (configuration not stated)	10%	-20%	-4%	0.7%	0.4%	4%	4.6%	0%	i
O=C(CN1CCCCCC1)Nc1ccccc1	6%	-5%	7%	-1.9%	0.8%	10%	-3.1%	-4%	i
COc1ccc(C2=NOC(C(=O)Nc3cccnc3)C2)cc1OC (configuration not stated)	-3%	0%	2%	-0.7%	0.0%	15%	-2.2%	-8%	i
Cc1c(F)cccc1NC(=O)CCCCCC1NC(=O)NC1C (configuration not stated)	0%	-22%	-6%	-0.6%	-0.4%	-5%	-2.3%	-9%	i
Cn1nnnc1SCc1cc(=O)[nH]c2ccccc12	0%	-14%	-1%	4.9%	0.2%	4%	-1.7%	-4%	i
Cn1c(=O)c2c(ncn2CC(COCc2ccccc2Cl)OCc2ccccc2Cl)n(C)c1=O (configuration not stated)	2%	·	17%	-1.9%	-0.3%	-20%	-3.6%	-3%	i
Cc1c(C(=O)O)oc2c1ccc1ccccc12	-1%	-7%	-35%	0.0%	0.7%	4%	0.4%	4%	i
CCN(CC)CCNC(=O)c1cn(CC)c2ccc(S(=O)(=O)N(C)C)cc2c1=O	-1%	-4%	3%	0.3%	-0.6%	12%	-0.7%	-1%	i
O=C(Nc1sc2c(c1C(=O)NCCCO)CCCC2)c1ccccc1	17%	·	-50%[20 µM]	2.3%	-0.1%	·	6.2%	-12%	·
O=C(NCCN1C(=O)S/C(=C\c2cccs2)C1=O)c1ccco1	-5%	-27%	-3%	-2.7%	-0.8%	-2%	-3.3%	-3%	i
CCNC(=O)CC1C(=O)N(c2ccccc2)C(=O)N1CCC(C)C (configuration not stated)	8%	24%	-10%	-0.7%	0.1%	-1%	-0.9%	-1%	i
Clc1ccc(-c2ccnc(Oc3ccc4ccccc4c3)n2)cc1	12%	-25%	-19%	3.4%	0.1%	-11%	15%	-3%	i

These rows are one share of the data. The share of hits here may be higher or lower than overall.
